# Bioassay records from PubChem BioAssay.
# D2 potentiator = HTS Assay for Positive Allosteric Modulators of the Human D2 Dopamine Receptor: Primary Screen for Potentiators | HEK293 T-REx D2, calcium flux, EC20 dopamine potentiation | potentiation, % at 10 µM | AID 485347, 2010 | actives 0.34% (n = 340,000);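 active = potentiation over 3 SD above the plate norm, cut at about 30% in these data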; also: 0% is about no effect
# Target sequence (P14416 whole entry, looked up): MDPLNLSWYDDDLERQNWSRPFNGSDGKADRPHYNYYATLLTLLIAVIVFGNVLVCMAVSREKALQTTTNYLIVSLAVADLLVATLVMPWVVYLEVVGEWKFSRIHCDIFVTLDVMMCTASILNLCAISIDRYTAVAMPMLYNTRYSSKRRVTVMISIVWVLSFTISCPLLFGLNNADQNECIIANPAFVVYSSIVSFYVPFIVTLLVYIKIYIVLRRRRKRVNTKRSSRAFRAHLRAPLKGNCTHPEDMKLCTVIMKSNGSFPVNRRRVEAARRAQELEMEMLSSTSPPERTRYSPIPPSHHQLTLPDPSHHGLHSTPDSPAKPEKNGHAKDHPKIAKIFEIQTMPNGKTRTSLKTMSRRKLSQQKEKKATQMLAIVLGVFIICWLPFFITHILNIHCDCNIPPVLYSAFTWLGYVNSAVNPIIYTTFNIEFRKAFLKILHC
#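 Tetracycline-induced HEK293 T-REx cells force-coupled to calcium signalling expressed D2; compounds were pin-added after a 10 s baseline, read kinetically 180 s, then an EC20 dopamine challenge followed with a further 180 s calcium read.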
# D1 agonist = Allosteric Agonists of the Human D1 Dopamine Receptor: qHTS; HEK293 T-REx D1 cells, calcium flux, agonist mode; activation, % at 2 µM; actives 1% (n = 360,000); AID 504660, 2011; in the data active = activation above about 30%; also: 0% is about no effect
#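 Agonism was scored from calcium flux recorded over 180 s (1 read/s) after pintool compound addition, following a 10-cycle baseline. Cells were inducible force-coupled HEK293 TREx D1, plated overnight at 30 C and loaded with no-wash calcium dye.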
# RXFP1 agonist = qHTS Assay for Agonists of the Relaxin Receptor RXFP1 | AID 2676, 2010 | HEK293T-RXFP1 cAMP TR-FRET, 30 min; response scale: percent of porcine relaxin response, buffer zero | actives 0.3% (n = 370,000) | Relaxin receptor 1 (Homo sapiens), Q9HBX9 | Potency, µM (doses to about 57.5 µM), for the others: at the top dose activation, usual class: activators; active = well fitted activation curve with a large enough effect; inconclusive = small, poorly fitted or top-dose-only effect; also: potency is read from the fitted curve at half-maximal effect; % is scaled to controls: 0 for no effect and ±100 for the full control effect; nearly all actives have a fitted effect of over 60% in size; many of its hits are not listed in these tables
#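 HEK293 cells stably expressing RXFP1, treated 30 min at 37C with compounds plus PDE4 inhibitor Ro 20174; cAMP measured by HTRF TR-FRET. Normalized to buffer and 29 nM porcine relaxin; EC50 by Hill fit.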
# RXFP1 antagonist = qHTS Assay for Antagonists of the Relaxin Receptor RXFP1 | Relaxin receptor 1 (Homo sapiens), Q9HBX9 | HEK293-RXFP1, relaxin-stimulated cAMP HTRF, 30 min; hits give low values | activity change, negative = inhibition, % at 57.5 µM | actives 0.59% (n = 350,000) | AID 1259400, 2018;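 active = activity change of -60% or lower, but not beyond a set lower limit; inconclusive = change between -60% and -40%, or beyond the set limit; inactive = change above -40%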; also: % is scaled to controls: 0 for no effect and ±100 for the full control effect
# D1 potentiator = Potentiators of Human D1 Dopamine Receptor: qHTS; HEK293 TREx D1 cells, calcium flux, dopamine EC20 potentiation; potentiation, % at 10 µM; actives 0.036% (n = 360,000); AID 504651, 2011; in the data active = potentiation above about 30%; also: 0% is about no effect
# D2 ag = HTS Assay for Allosteric Agonists of the Human D2 Dopamine Receptor: Primary Screen for Agonists; HEK293 T-REx D2 cells, calcium flux agonist mode; actives 0.53% (n = 340,000); D(2) dopamine receptor (Homo sapiens), P14416; activation, % at 2 µM;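 active = activation over 3 SD above normal in the single-dose calcium agonist read, cut at about 30% in these data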; also: 0% is about no effect
#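 Calcium-flux readout, 1 cycle/sec over 180 s following compound pin transfer, in inducible HEK293 Trex D2 cells (force-coupled); dopamine controls included. Positive calcium responses during this window marked compounds as potential agonists.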
# D2 antag = HTS Assay for Allosteric Antagonists of the Human D2 Dopamine Receptor: Primary Screen for Antagonists. D(2) dopamine receptor (Homo sapiens), P14416. HEK293 TREx D2 cells, calcium flux, dopamine EC80. inhibition, % at 10 µM. actives 2% (n = 340,000). AID 485344, 2010; in the data active = inhibition above about 30%; also: 0% is about no effect
#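 Dopamine at EC80 is the agonist stimulus; test compounds precede it by 180 s. Calcium flux read kinetically in a force-coupled, inducible HEK293 T-REx D2 cell line.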
# D1 antagonist = Antagonist of Human D 1 Dopamine Receptor: qHTS. D(1A) dopamine receptor (Homo sapiens), P21728. HEK293 TREx D1 cells, calcium flux, dopamine EC80; hits give low values. actives 3.2% (n = 360,000). activity change, negative = inhibition, % at 10 µM; in the data active = activity change below about -30%; also: % is scaled to controls: 0 for no effect and ±100 for the full control effect
#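 After overnight tetracycline induction at 30 C, force-coupled D1 HEK293 cells took up a no-wash calcium dye at room temperature. Compounds were added and monitored 180 s, and the response to EC80 dopamine was then recorded.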
# TRHR enhancer = qHTS for Small Molecule Agonists and Allosteric Enhancers of Human TRH Receptor: Primary Screen for Enhancers; Thyrotropin-releasing hormone receptor (Homo sapiens), P34981; TRHR cells, fluo-8 calcium fluorescence, EC20 TRH enhancement; enhancement, % at 2 µM; actives 0.66% (n = 360,000); AID 493056, 2011; in the data active = enhancement above about 30%; also: 0% is about no effect
# Target sequence (P34981 whole entry, looked up): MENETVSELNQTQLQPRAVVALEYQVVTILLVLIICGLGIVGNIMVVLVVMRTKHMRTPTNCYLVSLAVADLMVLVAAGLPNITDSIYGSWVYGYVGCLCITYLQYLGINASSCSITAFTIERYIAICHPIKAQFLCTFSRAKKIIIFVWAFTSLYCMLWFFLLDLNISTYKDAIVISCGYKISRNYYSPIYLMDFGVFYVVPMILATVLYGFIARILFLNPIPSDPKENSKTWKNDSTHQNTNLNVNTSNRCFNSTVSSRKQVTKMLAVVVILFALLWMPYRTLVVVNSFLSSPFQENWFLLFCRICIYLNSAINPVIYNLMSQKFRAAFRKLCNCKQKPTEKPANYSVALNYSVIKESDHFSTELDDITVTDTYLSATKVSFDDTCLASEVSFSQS
#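 TRHR-expressing cells loaded with fluo-8 calcium dye were read kinetically (ex 480/em 530) during compound addition, then stimulated with an EC20 of TRH (10 nM final). Enhancement of the Gq-mediated intracellular calcium response was scored.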
# An asterisk follows results filed as active; u = inconclusive; x = no result given; & = joins results of further samples. Not all compounds are listed; rates above refer to the full screens.
# Order of values – TRHR enhancer	D1 agonist	D2 antag	D2 ag	D2 potentiator	RXFP1 antagonist	D1 potentiator	RXFP1 agonist	D1 antagonist
C=C(C)Cn1c(SCC)nc2ccccc2c1=O
  -2.4	2.4	-5.3	-1.1	7.0	-3.2	-2.9	1.0%	0.2
CCN1CCN(C(=O)CS(=O)Cc2nc(-c3ccc(OC)cc3)oc2C)CC1 (stereo not drawn)
  3.4	0.9	39.9*	-0.3	-14.4	-1.6	-1.4	-0.7%	5.0
Cc1nn(C)c(C)c1C(C)NC(=O)c1cc(COc2cncc(Cl)c2)on1 (stereo not drawn)
  -0.5	3.1	5.5	0.4	8.3	-0.8	-5.5	1.0%	-5.0
CCc1ccc(/C=C2\SC(N3CCCC3)=NC2=O)cc1
  1.4	6.8	-0.8	-0.2	-0.4	-10.8	-4.8	-0.7%	-18.4
CC(C)(C)OC(=O)N1CCC(c2c(C(=O)Nc3cccc(C(F)(F)F)c3)cnn2-c2ccc(F)cc2F)CC1
  14.0	4.3	x	-0.1	-8.3	-14.0	-4.1	0.0%	-24.6
COC(=O)c1nn(-c2ccc3c(c2)OCO3)cc1O
  7.8	-0.7	-9.0	-1.3	5.5	3.8	-3.0	1.2%	5.7
CCc1ccc(OCC(=O)NC(=S)Nc2ccc(C(C)=O)cc2)c(Br)c1
  1.5	2.7	0.8	1.0	-5.2	8.1	-3.4	8.7%	-10.4
CCCCNC(=S)Nc1ccc2[nH]c(=O)[nH]c2c1
  1.9	4.8	-1.5	-0.4	-1.8	-3.9	0.8	5.1%	-24.1
CC(C)(C)Cc1nnc(NC(=O)c2ccco2)s1
  -5.4	1.8	-3.3	-0.8	-4.0	0.9	2.1	0.6%	-29.1
Cc1ccc(-c2cnc3c(Cl)c(C)nn3c2)cc1
  -5.0	1.1	11.4	0.9	6.5	-10.4	-5.2	3.7%	-8.8
CCC(C)NC(=O)CCn1c(-c2ccccc2)cc(C(C)=O)c1C (stereo not drawn)
  1.8	0.0	-3.3	-0.9	-0.7	7.3	-1.2	1.4%	-7.8
Cc1ccc(-c2nc3ncccc3o2)cc1NC(=O)c1ccc([N+](=O)[O-])o1
  2.2	0.3	-1.9	-0.3	-1.8	2.8	5.7	0.4%	10.6
CCOC(=O)C1(Cc2ccccc2)CCN(Cc2cccc3nccnc23)CC1
  -8.3	1.8	-0.7	-0.3	-8.2	-5.7	-4.9	0.8%	-13.3
CCOC(=O)c1csc(N)c1-c1ccc([N+](=O)[O-])cc1
  -3.8	0.9	-15.3	0.3	-2.3	4.3	-3.3	2.4%	1.7
Nc1ccccc1Nc1cc(-c2cccc(Cl)c2)nn1-c1ccccc1
  -3.7	-0.1	-4.8	0.9	6.4	-6.2	-5.0	-0.3%	-5.0
CCOC(=O)c1sc(NC(=O)C2c3ccccc3Oc3ccccc32)c(C(=O)OCC)c1C
  32.5*	0.5	x	-0.1	10.3	x	3.5	9.3%	0.7
Cc1cccc(OCC(=O)Nc2nc3c(s2)CC(C(C)(C)C)CC3)c1C (stereo not drawn)
  15.6	13.7	x	-1.6	x	x	-2.2	9.4%	11.7
NC(=O)CSc1nnc(Cc2ccc3c(c2)OCO3)n1C1CCCCC1
  -3.3	1.7	-13.5	0.4	9.1	22.3	-9.9	1.6%	-18.0
Cc1c(C(=O)NCCSCc2cccc(C(F)(F)F)c2)cnn1-c1ccc(F)cc1
  -5.3	7.0	-7.3	1.5	-14.8	-1.7	-7.3	-0.3%	-3.0
COc1cccc(NC(=O)Cn2c(=O)n(-c3cc(OC)c(OC)c(OC)c3)c(=O)c3ccccc32)c1
  2.7	2.1	-0.3	1.0	3.9	7.2	6.5	-3.7%	-7.0
CCCCc1ccc(S(=O)(=O)NNC(=S)NCc2ccco2)cc1
  5.0	7.8	-2.1	-0.2	-2.4	-1.6	5.0	1.8%	14.5
N#C[C@]1(S(=O)(=O)c2ccccc2)C[C@@H]2ON=C(c3cccc(Br)c3)[C@@H]2C1
  -0.6	7.5	41.5*	0.3	6.1	x	-16.5	-0.2%	-21.8
COc1ccc(C2C(C(N)=O)=C(C)Nc3nc(CCCO)nn32)c(OC)c1 (stereo not drawn)
  -2.9	0.1	x	0.0	2.5	x	2.2	1.6%	3.7
CSc1nc(C(=O)N2CCCC(Nc3ccc(C)c(C)c3)C2)cs1 (stereo not drawn)
  5.3	-0.6	-16.6	0.1	2.7	-27.3	3.0	-0.3%	-16.2
Cc1ccc(OCCCn2c(C3CC(=O)N(c4cccc(Cl)c4)C3)nc3ccccc32)c(C)c1 (stereo not drawn)
  -2.4	8.8	x	-0.1	0.5	x	-2.5	1.7%	25.6
Cc1cccc(NC(=O)Cn2c(=O)n(CCCCCC(=O)NCc3ccccc3)c(=O)c3sccc32)c1
  -4.4	3.5	x	0.0	-6.7	-4.3	-1.1	24.0%	-9.0
CC(Oc1ccc(F)cc1)C(=O)NCC1(N(C)C)CCCCC1 (stereo not drawn)
  -11.1	0.5	x	0.4	-11.9	-4.6	1.1	-2.0%	14.7
CC(=O)c1cccc(N2C(=O)Nc3ccccc3N2O)c1
  -4.0	-1.9	8.8	0.5	-4.1	-3.0	-7.5	0.6%	-7.3
COc1cc2c(cc1OC)C(c1ccccc1)=NCC2
  -5.7	1.2	-10.6	0.3	2.0	1.2	-9.2	-0.7%	-9.0
O=S1(=O)CCC(NC(=S)NCCNC(=S)NC2CCS(=O)(=O)C2)C1 (stereo not drawn)
  3.1	0.5	3.2	-1.3	14.0	4.9	-2.9	-0.6%	4.6
N#CC(C#N)=CN=c1ccn(Cc2ccc(Cl)cc2Cl)cc1
  6.2	5.4	-14.7	0.6	0.6	11.0	-4.8	7.1%	7.4
COc1ccc(OC)c(C2CC(=O)Nc3c2c(=O)[nH]c2ncnn32)c1 (stereo not drawn)
  10.2&-0.7	0.8&2.6	-14.2	-0.1	0.1&18.2	-18.5&-1.3	4.1&-1.9	0.2%&4.9%	5.2&5.7
O=c1ccnc(Nc2ccc(Cl)cc2)[nH]1
  2.8	1.1	-2.5	-0.8	8.2	7.4	3.1	0.8%	0.1
O=C(NCc1ccccc1F)C1CCCN(C(=O)N2CCOc3ccccc32)C1 (stereo not drawn)
  15.0	-0.9	x	0.1	-0.7	-12.6	-1.9	3.4%	2.5
CCN(c1ccc(Cl)cc1)S(=O)(=O)c1nnc(NC(=O)c2ccccc2C)s1
  -0.4	7.6	x	1.6	2.6	u	-2.3	2.8%	-6.5
Cc1ccc(NC(=O)N2CCC(CN3CCCC3)CC2)c(C)c1
  8.6	-1.3	x	1.3	2.8	-3.1	4.1	-1.6%	14.7
COC(=O)c1sccc1S(=O)(=O)N(CC(=O)NCc1ccc(C)cc1)c1ccc(C)cc1
  3.2	1.8	x	0.4	10.3	x	-5.8	-2.5%	0.4
CN(CC(=O)OCC(=O)NCc1ccccc1)S(=O)(=O)c1ccc(F)cc1
  11.3	-0.9	x	x	x	-5.2	-2.0	-2.7%	15.2
O=C(/C=C/c1ccc(Cl)cc1)N1CCN(Cc2ccccc2)CC1
  -2.5	1.8	10.2	1.2	-18.7	-14.2	-4.3	1.8%	6.3
CCCN(CCC)C(=O)Cn1c(=O)n(CCCCC(=O)NCc2ccco2)c(=O)c2ccccc21
  7.2	0.7	-4.4	-2.1	14.8	5.5	4.0	-0.5%	0.9
Cc1cc(C)c(NC(=O)c2ccc(CNS(=O)(=O)c3cc(C(F)(F)F)ccc3Cl)cc2)c(C)c1
  -8.4	0.2	11.0	2.0	14.8	14.2	-1.6	0.0%	4.7
CCCn1c(SCC(=O)C(C)(C)C)nc2ccccc21
  -0.5	2.1	1.9	5.6	-0.5	-18.5	3.5	0.9%	0.1
Cc1ccc(S(=O)(=O)/N=C2\CN(C)C(=O)N2C)cc1
  5.0	3.5	2.9	0.2	5.0	5.4	-2.0	1.3%	-9.2
Cc1ccc(C)c(N2CCN(C(=O)Cn3c(-c4cccs4)cc4ccccc43)CC2)c1
  4.1	-0.5	x	0.3	0.6	-21.2	4.8	6.4%	11.7
CCOc1ccc(-c2nnc(-c3cccs3)o2)cc1OCC
  4.3	3.4	x	x	x	-13.9	-0.9	-0.7%	6.0
COc1cccc(C(=O)Nc2ccc3c(c2)C(=O)c2ccccc2C3=O)c1
  3.0	3.6	-7.2	-4.0	11.7	-5.4	0.6	1.9%	12.7
O=C(Cc1c(Sc2ccccc2)c2ccccc2n1Cc1ccccc1)NCCO
  -8.1	4.6	-9.6	-0.3	-5.2	-14.6	-1.8	4.7%	1.6
CC(=O)Nc1nc(C)c(C(C)=O)s1
  10.9	0.2	6.0	-0.5	7.4	3.2	-0.3	19.5%	-4.2
Cc1ccc(C)c(Nc2nc(-c3cccnc3)cs2)c1
  3.7	1.5	9.5	-1.0	20.9	-16.3	-7.3	-3.5%	-39.2*
CC(C)CCC1(CCNC(C)c2cccs2)CCOC(C)(C)C1 (stereo not drawn)
  4.0	2.7	-11.2	-1.1	15.1	-21.1	-0.8	-3.2%	-35.9*
COCCNC(=O)C(=O)NCC(c1cccnc1)N1CCN(c2ccccc2)CC1 (stereo not drawn)
  17.7	-0.1	x	-0.3	7.3	-10.4	-0.8	-1.6%	6.6
COc1ccc(NC(=O)CN(C)C(=O)c2ccc(NS(=O)(=O)c3ccc(C)c([N+](=O)[O-])c3)cc2)cc1
  -13.7	0.2	2.2	0.4	2.3	-11.2	-0.5	-0.3%	-0.1

# Complete entries as entered above. Order of values: TRHR enhancer	D1 agonist	D2 antag	D2 ag	D2 potentiator	RXFP1 antagonist	D1 potentiator	RXFP1 agonist	D1 antagonist
# COc1ccc(NC(=O)CN(C)C(=O)c2ccc(NS(=O)(=O)c3ccc(C)c([N+](=O)[O-])c3)cc2)cc1 is listed as -13.7	0.2	2.2	0.4	2.3	-11.2	-0.5	-0.3%	-0.1
# COCCNC(=O)C(=O)NCC(c1cccnc1)N1CCN(c2ccccc2)CC1 (stereo not drawn) is listed as 17.7	-0.1	x	-0.3	7.3	-10.4	-0.8	-1.6%	6.6
# CC(C)CCC1(CCNC(C)c2cccs2)CCOC(C)(C)C1 (stereo not drawn) is listed as 4.0	2.7	-11.2	-1.1	15.1	-21.1	-0.8	-3.2%	-35.9*
